From PubChem BioAssay
NOD2 RIPK2 PPI – blocks binding of human NOD2 to RIPK2; 360,000 compounds, 0.38% hits; O43353; CHO BLA complementation NOD2-RIPK2, CCF4 ratio; inhibition, % at 4.98 µM; in the data active means inhibition above about 21%;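 further: 0% = vehicle only and 100% = reference blocker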
TROY NFkB inh – inhibitors of TROY-dependent NF-kB signaling; Q293 LMP1-TROYcd NF-kB luciferase reporter, 4 h; 360,000 compounds, 0.98% hits; inhibition, % at 10 µM;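 active means compounds whose plate-normalised and pattern-corrected inhibition of the luciferase reporter signal at the single screening dose is 50% or more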
SRC2 inh – inhibits human steroid receptor coactivator 2. AID 651957. Q15596. 370,000 compounds, 0.17% hits. HEK293 GAL4-SRC2 luciferase reporter, luminescence. inhibition, % at 9 µM;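 active means inhibition above the mean inhibition of all tested compounds plus 3 SD, set per campaign, cut at about 52% in these data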;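 further: 0% = DMSO treated cells and 100% = cells given Gossypol at 36 µM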
Target sequence (Q15596 whole entry, looked up, the tested form may be a part): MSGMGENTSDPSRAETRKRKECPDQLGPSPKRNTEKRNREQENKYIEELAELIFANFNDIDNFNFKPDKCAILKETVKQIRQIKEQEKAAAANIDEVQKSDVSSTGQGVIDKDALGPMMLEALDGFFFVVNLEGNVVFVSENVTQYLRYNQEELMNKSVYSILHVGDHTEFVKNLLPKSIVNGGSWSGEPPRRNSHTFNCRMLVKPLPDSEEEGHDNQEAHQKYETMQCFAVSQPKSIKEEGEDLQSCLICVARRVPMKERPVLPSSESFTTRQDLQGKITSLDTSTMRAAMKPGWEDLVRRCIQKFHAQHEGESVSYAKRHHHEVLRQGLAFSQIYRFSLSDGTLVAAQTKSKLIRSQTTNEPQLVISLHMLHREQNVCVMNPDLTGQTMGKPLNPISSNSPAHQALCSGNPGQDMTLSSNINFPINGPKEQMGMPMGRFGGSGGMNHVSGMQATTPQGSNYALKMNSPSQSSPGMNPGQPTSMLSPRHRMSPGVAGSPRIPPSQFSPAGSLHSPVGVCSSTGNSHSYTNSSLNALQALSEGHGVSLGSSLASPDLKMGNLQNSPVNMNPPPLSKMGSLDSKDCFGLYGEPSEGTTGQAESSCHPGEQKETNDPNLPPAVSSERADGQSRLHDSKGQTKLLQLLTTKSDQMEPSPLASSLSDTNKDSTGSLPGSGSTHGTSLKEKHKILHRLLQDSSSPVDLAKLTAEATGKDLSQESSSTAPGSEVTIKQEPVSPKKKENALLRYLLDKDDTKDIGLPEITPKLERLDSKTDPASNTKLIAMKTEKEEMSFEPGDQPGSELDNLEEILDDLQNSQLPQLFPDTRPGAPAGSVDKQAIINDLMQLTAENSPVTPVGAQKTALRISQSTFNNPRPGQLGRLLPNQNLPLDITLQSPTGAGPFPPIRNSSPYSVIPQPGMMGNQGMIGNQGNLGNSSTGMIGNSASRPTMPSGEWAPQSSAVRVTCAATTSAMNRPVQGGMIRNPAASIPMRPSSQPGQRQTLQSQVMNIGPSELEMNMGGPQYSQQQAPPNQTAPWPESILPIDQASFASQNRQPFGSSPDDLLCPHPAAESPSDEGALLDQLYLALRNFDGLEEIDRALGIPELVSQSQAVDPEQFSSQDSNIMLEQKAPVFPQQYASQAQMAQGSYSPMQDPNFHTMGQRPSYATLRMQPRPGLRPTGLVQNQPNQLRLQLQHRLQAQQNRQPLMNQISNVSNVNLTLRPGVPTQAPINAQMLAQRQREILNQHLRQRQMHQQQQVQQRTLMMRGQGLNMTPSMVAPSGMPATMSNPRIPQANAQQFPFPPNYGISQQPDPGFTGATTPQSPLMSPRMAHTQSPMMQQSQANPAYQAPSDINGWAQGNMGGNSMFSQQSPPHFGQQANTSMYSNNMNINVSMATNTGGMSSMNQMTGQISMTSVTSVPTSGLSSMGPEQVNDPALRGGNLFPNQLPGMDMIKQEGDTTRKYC
NCOA1 inh – human NCOA1 inhibition. Q15788. HEK293 GAL4-SRC1 luciferase reporter, luminescence. inhibition, % at 3.6 µM. 360,000 compounds, 0.12% hits;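 active means inhibition above the campaign mean plus 3 SD, with each screening campaign given its own cutoff, cut at about 60% in these data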;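 further: 0% = DMSO treated cells and 100% = gossypol at 36 µM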
TWEAK Fn14 block – inhibitors of TWEAK-Fn14 interaction signaling; inhibition, % at 10 µM; 360,000 compounds, 2% hits; TWEAK-stimulated Fn14 reporter cells, luciferase luminescence, 8 h; AID 1159606; in the data active means inhibition above about 50%
SRC3 inh – inhibits human SRC3 coactivator | AID 588352 | Q9Y6Q9 | inhibition, % at 3.6 µM | HEK293 GAL4-SRC3 luciferase reporter, luminescence | 360,000 compounds, 0.17% hits;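 active means inhibition above a per-campaign cutoff, the mean of all compounds plus 3 SD, cut at about 60% in these data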;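 further: 0% = DMSO-treated cells and 100% = gossypol-treated cells at 36 µM; higher means less SRC3-driven luciferase light from the GAL4 reporter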
TLR9-MyD88 block – TLR9-MyD88 interaction inhibition | inhibition, % at 4.98 µM | 340,000 compounds, 0.21% hits | CHO BLA complementation TLR9-MyD88, CCF4 FRET ratio;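 active means inhibition above the mean over all tested compounds plus 3 SD, cut at about 21% in these data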;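 further: 0% = DMSO only wells and 100% = clavulanate BLA inhibitor control wells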
NR5A2 inv ag – inverse agonists of human LRH-1 (NR5A2); HEK293T StAR-luciferase reporter, LRH-1 transfected, 24 h; inhibition, % at 3.6 µM; 360,000 compounds, 0.13% hits; AID 602396;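 active means inhibition above the mean inhibition of all tested compounds plus 3 SD, cut at about 73% in these data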;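 further: 0% = DMSO wells and 100% = reporter-only cells lacking LRH-1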
LMP1 NFkB inh – Epstein-Barr LMP1 NF-kappaB reporter inhibition | LMP1-induced NF-kappaB luciferase reporter cells, luminescence | inhibition, % at 12.5 µM | 350,000 compounds, 0.69% hits | AID 504558; in the data active means inhibition above about 41%;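 further: 0% = neutral control wells and 100% = reference inhibitor control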
TRAIL sens C8 – caspase-8 TRAIL sensitization. NB7+C8 cells + TRAIL, ATPlite viability luminescence. inhibition (viability loss, TRAIL sensitization), % at 10 µM. 360,000 compounds, 1% hits. AID 624354;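 active means compounds causing at least 50% loss of cell viability in the single-dose screen, relative to plate controls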
COUP-TFII inh – inhibitors of human COUP-TFII (NR2F2); P24468; HEK293T NGFI-A luciferase reporter, luminescence; inhibition, % at 8.6 µM; 370,000 compounds, 0.7% hits;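 active means inhibition above a per-plate cutoff, mean inhibition of test wells between control levels plus 3 SD, cut at about 38% in these data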;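 further: cells cotransfected with COUP-TFII expression vector driving the NGFI-A reporter; 0% = median of COUP-TF2 test wells and 100% = reporter-only cells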
* hit, by the source's call; nt = not tested or not shown. The list is partial; rates above refer to the full screens.

SMILES,COUP-TFII inh,NR5A2 inv ag,TWEAK Fn14 block,TLR9-MyD88 block,NCOA1 inh,SRC3 inh,NOD2 RIPK2 PPI,TRAIL sens C8,SRC2 inh,LMP1 NFkB inh,TROY NFkB inh
CCCCc1ccc(S(=O)(=O)N2CCC3(CC2)OCCO3)cc1,10,-1,-8,-4,-36,20,0,9,-20,-1,-9
Cc1c([N+](=O)[O-])cc(C(=O)Nc2ccc(Cc3ccncc3)cc2)cc1[N+](=O)[O-],9,52,18,-1,20,8,-9,-3,-20,9,41
Cc1cc(C(F)F)n2ncc(C(=O)N3CCCCC3)c2n1,-14,1,15,-14,-12,-13,-4,8,-11,-7,3
O=C(CN1C(=O)COc2ccc(Cl)cc21)N1CCOCC1,-1,17,-2,0,-5,7,2,-4,-32,-7,-9
N#Cc1cc2cc3ccccc3nc2n2c(=O)c3ccccc3nc12,-8,2,-43,0,-2,13,2,5,5,5,-22
O=C(CCCN1C(=O)c2ccccc2C1=O)NC1CCCCCC1,4,-4,-8,4,-3,15,8,-14,-1,5,-4
COc1cccc(CNCc2ccco2)c1O,14,-1,10,10,15,-17,-9,8,-2,7,13
COc1ccccc1C(CNC(=O)c1ccc(NS(=O)(=O)c2ccc3c(c2)OCCO3)cc1)N(C)C (stereo not drawn),14,-13,-12,-5,-5,11,-4,-1,6,-2,0
Cc1ccc2nc(NCc3ccccc3)c(C=NCc3cccnc3)c(=O)n2c1,9,-2,-24,-9,-10,-10,-11,-10,4,-8,-32
CCC(C)(C)NC(=O)C(Sc1ccccc1)c1ccccc1 (stereo not drawn),2,10,-5,10,-12,12,1,-1,13,-1,1
Cc1ccc(S(=O)(=O)NCCCNc2ccc([N+](=O)[O-])cc2)cc1,24,12,13,-16,-15,11,-5,2,-6,2,-1
Nc1c(Cl)ncnc1N/N=C/c1ccnc2ccccc12,-19,-8,-16,-8,-13,-33,4,10,-34,-1,9
CCOC(=O)c1ccc(COC(=O)c2ccc(-c3nnc(-c4ccccc4)o3)cc2)o1,-50,-90,16,-4,-90,-86,-4,-7,-27,-8,-30
CC1(C(=O)Nc2ccc3c(c2)OCCO3)CCN1C(=O)C1(c2ccc(Cl)cc2)CC1 (stereo not drawn),8,17,59*,nt,20,3,5,2,-1,nt,26
CCC(C)NC(=S)Nc1ccccc1OC (stereo not drawn),1,13,1,2,6,-4,6,-7,-5,-4,-1
O=C(O)C(Cc1c[nH]c2ccccc12)NS(=O)(=O)c1ccccc1 (stereo not drawn),11,13,-10,-7,0,20,-5,-2,-32,6,8
CC(/C=N/N1C(=O)CSC1=S)=C\c1ccccc1,4,5,-5,6,-13,17,-5,0,6,-3,-20
CNC(=O)Nc1ccc2snnc2c1,7,-14,-4,3,-6,21,1,14,-18,-6,-14
O=S1(=O)CCO[C@H]2Cc3ccccc3[C@H]2N1Cc1ccccc1Br,-1,-6,-4,-1,-11,-4,2,3,0,8,-9
COC(=O)c1c(C)[nH]c(C(=O)OC(C)C(=O)NC2CCCCC2C)c1C (stereo not drawn),5,4,-3,3,1,11,-14,-1,4,2,-16
CCOc1ccc(NC(=O)[C@@H](NC(=O)c2ccccc2)[C@@H](C)CC)cc1,4,0,6,-7,4,7,-6,-8,-4,6,-18
N=c1c(C(=O)NC2CCCCC2)cc2c(=O)n3ccccc3nc2n1CC1CCCO1 (stereo not drawn),-22,13,-23,-20,18,13,-12,31,-16,-2,-19
Cc1ccccc1/C=N/NC(=O)c1cccnc1,-12,11,-6,5,-3,5,-5,1,-23,-6,-12
Cc1ccc(C)c(NC(=O)c2cnn3ccccc23)c1,-17,-25,-19,-8,24,-3,-7,19,4,13,-34
CCc1nc(OCc2ccco2)c2sc3nc4c(cc3c2n1)COC(C)(C)C4,15,4,21,-3,5,-25,8,0,-17,3,10
C[C@@H]1CN([C@H](C)CO)C(=O)CCCn2cc(nn2)CO[C@H]1CN(C)C(=O)Nc1cccc(Oc2ccccn2)c1,12,-2,-6,1,9,1,-17,10,16,4,7
CCOc1cc(/C=C2/NC(=O)NC2=O)cc(Br)c1OCc1ccc(C(=O)O)cc1,-7,-12,-15,3,-16,9,9,-5,0,3,0
O=[N+]([O-])c1cccc(/C=C/c2ccc3cccc(O)c3n2)c1,-35,-13,17,5,-45,-70,-7,21,-67,-4,-26
O=C(C1CCCN(S(=O)(=O)c2cccc3cccnc23)C1)N1CCN(c2ccccc2F)CC1 (stereo not drawn),-1,5,19,-8,-4,-2,-3,-3,-19,0,4
O=C(O)CC(c1ccccc1)N1C(=O)c2cccc([N+](=O)[O-])c2C1=O (stereo not drawn),12,-1,-2,-7,-20,-9,-4,4,-19,5,2
CCCCOc1ccccc1N1CCN(CCCN2C(=O)C3CCCN3C2=O)CC1 (stereo not drawn),11,16,-6,-5,10,6,5,25,13,0,1
OCCNc1nc(-c2cccnc2)nc2ccccc12,2,26,-8,2,13,16,-7,-10,-19,-7,-10
Cc1ccc(C(=O)c2c3ccc([N+](=O)[O-])cc3[n+]([O-])n2CCCC(N)=O)cc1,-1,-5,3,1,2,3,0,-10,-23,-8,-17
Cc1c([N+](=O)[O-])c(C(=O)Sc2ccc(Br)cc2)nn1C,-4,6,-13,-8,9,24,-13,-1,-2,-1,-8
CCc1ccccc1NC1=NCC(=O)N1Cc1ccc(OC)cc1,-13,-6,-3,1,-4,4,-4,-12,-8,-12,2
COC(=O)c1ccc(OCc2nn[nH]n2)cc1,-14,0,2,6,-11,1,-7,-9,-1,-11,2
O=C(O)CCc1ccc(-c2cccs2)n1CCc1ccccc1,-5,-23,17,-2,-24,10,5,-1,-5,3,-16
CC(C)(C)OC(=O)N1CCN(C(=O)c2ncn3c2c(=O)[nH]c2ccccc23)CC1,-10,18,11,-6,2,-2,4,8,-10,-1,-8
O=c1oc2ccccc2cc1-c1nc2c(s1)CCc1ccccc1-2,5,-6,12,49*,-3,2,40*,-2,-6,-2,4
CCn1c(SCC(=O)O)nnc1-c1ccc(S(=O)(=O)N2CCCC2)cc1,-25,-19,26,2,-6,0,-3,13,-37,-3,-6
O=[N+]([O-])c1ccc(N/N=C/c2c[nH]c3ccccc23)c(S(=O)(=O)Nc2ccc(Cl)cc2)c1,9,0,48,3,-5,-11,-4,23,-14,1,23
O=C(c1ccco1)N(Cc1nc2ccccc2c(=O)[nH]1)C1CCCC1,0,7,6,-13,7,11,3,-2,2,-3,0
COc1ccccc1-c1cnn2c(NCCc3ccccc3)cc(C)nc12,-31,-49,-36,-1,-25,-35,-9,-2,-44,-23,-75
COCCNCC(=O)C12CC3CC(CC(C3)C1)C2,8,6,6,-1,-2,8,-3,-12,-19,8,-11
Cn1c(Cn2c(=O)sc3ccccc32)nnc1SCc1cccnc1,-3,-3,3,-7,10,11,-5,-2,-27,3,9
CC(=O)CC(c1ccccc1)S(=O)(=O)c1ccc(C)cc1 (stereo not drawn),2,-22,-3,0,-8,8,4,14,5,-11,-6
CCC(Sc1nnnn1-c1ccccc1)C(=O)Nc1nc2ccccc2s1 (stereo not drawn),0,-7,7,-2,-29,-11,6,8,17,0,-13
CC(=O)OC(C)=O,0,13,10,-4,-18,-1,9,3,1,7,3
COc1ccc(NC(=O)CN2C(=O)c3ccccc3S2(=O)=O)cc1S(=O)(=O)N1CCOCC1,-14,-2,-13,-3,-47,7,4,-41,22,-7,-14
CCCCCc1c(-c2ccc(Cl)cc2)ncn1CCc1ccccc1OC,6,0,1,nt,nt,nt,6,24,10,nt,5
C/C=C/c1cnc2c(c1)C(=O)N([C@H](C)CO)C[C@H](C)[C@@H](CN(C)C(=O)CN1CCOCC1)O2,17,5,-12,-12,10,-26,8,-10,-1,-1,-1
O=C1C2CC=CCC2C(=O)N1c1n[nH]c(Cc2ccccc2)n1 (stereo not drawn),7,9,3,-3,1,23,-5,-11,4,-7,6
COc1nc(N(C)S(=O)(=O)c2ccc(C)cc2)nc(C)c1Cl,2,16,37,-6,-7,10,-3,-8,-4,6,30
COc1ccc(OC)c(S(=O)(=O)NCc2ccc(N3CCN(C)CC3)cc2)c1,10,-8,-10,0,0,-18,-6,-3,-11,-1,4
O=C(Cc1nc2ccccc2[nH]1)N/N=C/c1ccccc1,12,-32,20,0,-2,15,-7,-3,4,-21,-34
Cc1nn(CC(=O)Nc2ccc3c(c2)nc2n3CCOC2)c(=O)c2ccccc12,2,-5,-22,3,-2,11,-3,7,-15,-22,10

(next part)
SMILES,COUP-TFII inh,NR5A2 inv ag,TWEAK Fn14 block,TLR9-MyD88 block,NCOA1 inh,SRC3 inh,NOD2 RIPK2 PPI,TRAIL sens C8,SRC2 inh,LMP1 NFkB inh,TROY NFkB inh
CCN(CC)C(=O)C1(P(=O)(c2ccccc2)c2ccccc2)CCC1,11,-14,-5,nt,-4,6,1,10,23,nt,-4
O=S(=O)(c1ccc(F)cc1)N1CCN(CCOc2ccccc2)CC1,19,15,9,-8,4,-9,0,-6,-7,0,0
CCc1ccc2c(c1)NC(=O)C2(C)Cc1ccc(C(F)(F)F)o1 (stereo not drawn),6,-11,8,nt,6,7,3,1,11,nt,2
O=C(O)C1CCN(c2ccc(S(=O)(=O)N3CCC(C(=O)O)CC3)cc2[N+](=O)[O-])CC1,4,4,-7,2,-5,8,-7,-34,-48,-2,-3
Cc1cc(C)n2ncc(/C(N)=N/OC(=O)c3ccccc3F)c2n1,-31,-84,-16,-16,-51,-43,6,12,-44,-8,-39
COc1cc(NC(=S)NN2CCN(C)CC2)cc(OC)c1OC,-2,-7,-14,2,-12,4,-11,-1,-3,11,-6
CCOc1ccc(OCCOCCOc2c(Cl)cccc2Cl)cc1,0,11,-30,1,10,21,6,-1,-20,8,6
CC(C)(C)c1cc(C(=O)CCN2CCOCC2)cc(C(C)(C)C)c1O,2,0,5,6,7,7,48*,-8,25,-7,8
Cc1ccc(S(=O)(=O)Cc2ccc(C(=O)N3CCCCC3C)cc2)cc1 (stereo not drawn),-3,-2,8,-11,7,4,-7,-5,3,-1,-7
Cc1ccccc1Nc1nc(N)nc(CSc2nnc3ccccn23)n1,-1,3,7,-9,-92,-3,1,23,-47,-9,-7
Cc1ccccc1-c1nc(CN2CCC(C(=O)N3CCC(C(N)=O)CC3)CC2)c(C)o1,-5,2,-12,-3,-31,-7,-9,0,-49,-4,11
Cc1c([N+](=O)[O-])cc(C(=O)Oc2ccc(Br)cc2C(=S)N2CCCCC2)cc1[N+](=O)[O-],5,-25,7,-3,-1,10,-10,-7,18,-10,3
